# Screening data from PubChem BioAssay.
# KCNH2 3.1 inh: inhibitors of human KCNH2 3.1 potassium channel isoform; U2OS KCNH2 3.1, thallium flux FluxOr; hits give low values; activity change, % (tested at about 1.8 µM); 340,000 tested, 0.95% active; AID 720553;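 active = maximum activity change below -70%; inconclusive = maximum activity change from -70% to -50%; inactive = maximum activity change above -50%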;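 also: thallium influx rate constant from kinetic fluorescence after stimulation buffer; % is scaled to controls: 0 for no effect and ±100 for the full control effect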
#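 Steps: virus added to U2OS suspension (4 h, RT, dark); medium with 10% FBS added, cells plated, 37 C overnight; FluxOr/Red40 loading buffer 45 min RT; stimulation buffer, 2 min kinetic read; rate constant normalized.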
# Rab9 promoter act: Rab9 promoter activation | Huh7 Rab9 promoter-luciferase reporter, luminescence, 24 h | Potency, µM (series often up to 9.22 µM), inactives show top-dose activation, negative = inhibition, actives largely listed as activators | 320,000 tested, 2.8% active; also: potency is read from the fitted curve at half-maximal effect; % of control where 0% means no effect; nearly all actives have a fitted effect of over 60% in size
#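 Quantitative HTS format; Huh7 Rab9-luciferase reporter cells (1500/well) receive compound 2 h post-plating, incubate 24 h at 37 °C, then get luciferase reagent for 10 min before luminescence reading.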
# Mito fusion act: mitochondrial division inhibition or fusion activation. 320,000 tested, 0.23% active. Potency, µM (top dose mostly 46.1 µM), for the others: at the highest dose growth rescue (activation), usual class: activators. S. cerevisiae fusion-defective mutant growth rescue, CellTiterGlo 48 h;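 also: potency is read from the fitted curve at half-maximal effect; % of control where 0% means no effect; nearly all actives have a fitted effect of over 45% in size; temperature-sensitive fusion mutants such as fzo1-1 at 37 °C on non-fermentable ethanol glycerol medium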
#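 Luminescent cell viability in 1536-well qHTS format served as the measure of rescued growth in ts fusion-mutant S. cerevisiae cultured on non-fermentable YPEG for 48 hours at 37C.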
# NPC1 promoter act: activators of NPC1 promoter. AID 485313. Potency, µM (highest dose often 9.22 µM), for inactives: at the highest dose activation, usual class: activators. Huh7 NPC1 promoter luciferase reporter, 24 h. 320,000 tested, 2.4% active;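 also: potency is read from the fitted curve at half-maximal effect; % of control where 0% means no effect; nearly all actives have a fitted effect of over 60% in size; reporter is driven by a mutant NPC1 promoter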
#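 Huh7 reporter cells (NPC1 promoter driving luciferase) are dosed with compound for 24 h at 37 °C, 5% CO2; luciferase detection reagent is then added and luminescence measured after 10 min at ambient temperature.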
# FLuc modulator: inhibits or activates purified firefly luciferase, miR-21 counter-screen | 360,000 tested, 6.9% active | P08659 | Potency, µM (titrated, usually from 57.5 µM), inactives show top-dose activity change, negative = inhibition, most hits filed as inhibitors | purified FLuc, Km substrates, luminescence inhibition;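 also: potency is read from the fitted curve at half-maximal effect; plate controls were vehicle for no effect and reference inhibitor for full effect; nearly all actives have a fitted effect of over 55% in size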
# Target sequence (P08659 whole entry, looked up): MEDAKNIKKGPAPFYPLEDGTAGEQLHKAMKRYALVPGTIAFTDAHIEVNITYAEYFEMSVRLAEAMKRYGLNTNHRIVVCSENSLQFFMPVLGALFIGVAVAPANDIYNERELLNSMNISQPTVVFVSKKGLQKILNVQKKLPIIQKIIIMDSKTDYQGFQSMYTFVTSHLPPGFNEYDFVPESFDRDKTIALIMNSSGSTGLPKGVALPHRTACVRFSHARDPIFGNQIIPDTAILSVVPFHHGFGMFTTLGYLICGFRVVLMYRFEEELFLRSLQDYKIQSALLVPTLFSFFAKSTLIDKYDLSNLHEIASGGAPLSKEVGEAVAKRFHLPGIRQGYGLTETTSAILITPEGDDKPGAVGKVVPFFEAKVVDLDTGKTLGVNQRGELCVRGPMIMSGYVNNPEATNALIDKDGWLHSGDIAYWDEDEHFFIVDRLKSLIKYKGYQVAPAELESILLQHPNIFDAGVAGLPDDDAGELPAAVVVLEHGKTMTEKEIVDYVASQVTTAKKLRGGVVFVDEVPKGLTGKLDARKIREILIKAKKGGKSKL
#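 Purified P. pyralis luciferase (10nM final) with 10uM D-luciferin and 10uM ATP (Km levels) in 50mM Tris acetate pH 7.5, 10mM Mg acetate, 0.01% Tween-20, 0.05% BSA; qHTS 6-point titration, ~60 µM downward; luminescence read.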
# RORg inh: inhibitors of mouse ROR gamma transcriptional activity. 310,000 tested, 5.4% active. P51450. Potency, µM (highest dose often 53.6 µM), inactives show at the highest dose activity change, negative = inhibition, actives largely listed as inhibitors. Drosophila S2 Gal4-RORgamma UAS-luciferase reporter, 20 h; also: potency is read from the fitted curve at half-maximal effect; % is scaled to controls: 0 for no effect and ±100 for the full control effect; nearly all actives have a fitted effect of over 60% in size
#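 Luminescence from a UAS-regulated Photinus luciferase reporter in stably transfected Drosophila Schneider cells is measured; decreased signal marks ROR gamma inhibition. Fusion expression is induced by 700 uM copper sulfate for 20 hr.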
# MBNL1-CUG inh: inhibitors of human MBNL1 binding to CUG repeat RNA | TR-FRET MBNL1-His/biotin-(CUG)12 binding, 665/545 ratio | Potency, µM (doses to about 57.5 µM), for the others: top-dose activity change, negative = inhibition, actives largely listed as inhibitors | 280,000 tested, 0.036% active | AID 2675; active = well fitted inhibition curve with a large enough effect in the signal ratio, with a control signal flat, not every such curve was filed as active; inconclusive = small, poorly fitted or top-dose-only effect, or effect the other way, or a change in a side signal; inactive = no such curve, though single readings can be large or run the other way; the % refers to the signal ratio; also: potency is read from the fitted curve at half-maximal effect; % is scaled to controls: 0 for no effect and ±100 for the full control effect
#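 Inhibition of protein-RNA binding appears as loss of TR-FRET between terbium anti-His antibody on MBNL1-His and streptavidin-XL665 on biotin-(CUG)12. Activity is normalized to buffer-only and uninhibited-complex controls.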
# ELG1 repair inh: inhibitors of ELG1-dependent DNA repair in HEK293T cells. HEK293T ELG1-luciferase reporter, luminescence, 16 h; DNA damage induced by 5-fluorouridine. Potency, µM (highest dose often 46.1 µM), without a hit: at the top dose activity change, negative = inhibition, usual class: inhibitors. AID 504467. 330,000 tested, 2.3% active; also: potency is read from the fitted curve at half-maximal effect; % is scaled to controls: 0 for no effect and ±100 for the full control effect; nearly all actives have a fitted effect of over 55% in size
#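 5-Fluorouridine DNA damage + compound/DMSO, 2,000 cells/well, 16 h, 37 °C/5% CO2. ONE-Glo, 30 min RT, luminescence. Readout = decrease in reporter signal.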
# PKM2 activator: increases activity of human pyruvate kinase M2. Potency, µM (titrated, usually from 57.5 µM), without a hit: at the top dose activation, usual class: activators. 260,000 tested, 0.34% active. purified PKM2, Kinase-Glo ATP luminescence, activation; response scale: 0% is enzyme alone, no compound. P14618; also: potency is read from the fitted curve at half-maximal effect; % is scaled to controls: 0 for no effect and ±100 for the full control effect; nearly all actives have a fitted effect of over 55% in size
# Target sequence (P14618 whole entry, looked up): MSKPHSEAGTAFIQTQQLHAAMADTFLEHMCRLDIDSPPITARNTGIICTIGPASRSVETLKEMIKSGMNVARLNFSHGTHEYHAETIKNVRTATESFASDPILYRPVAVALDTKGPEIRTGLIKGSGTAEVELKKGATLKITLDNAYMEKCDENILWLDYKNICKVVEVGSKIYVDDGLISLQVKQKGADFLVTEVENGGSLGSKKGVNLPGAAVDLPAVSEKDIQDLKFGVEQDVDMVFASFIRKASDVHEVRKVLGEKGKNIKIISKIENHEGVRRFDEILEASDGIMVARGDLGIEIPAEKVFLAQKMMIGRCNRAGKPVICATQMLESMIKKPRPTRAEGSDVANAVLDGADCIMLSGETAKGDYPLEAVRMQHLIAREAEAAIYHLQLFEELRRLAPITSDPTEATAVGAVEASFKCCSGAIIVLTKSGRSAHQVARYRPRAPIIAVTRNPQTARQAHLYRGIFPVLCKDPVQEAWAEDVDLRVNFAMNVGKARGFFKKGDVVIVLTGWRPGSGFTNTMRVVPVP
#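 Purified hPK-M2 (>95%) run at intermediate activity with 0.1 mM ADP and 0.5 mM PEP in 50 mM imidazole pH 7.2, KCl, MgCl2; 1 h room temperature. ATP formed read by Kinase-Glo luminescence; normalized to uninhibited and no-enzyme controls.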
# Gal4-VP16 FLuc: inhibits Gal4-VP16 luciferase reporter, ROR gamma counter-screen. Potency, µM (highest dose often 53.6 µM), for inactives: top-dose activity, negative = inhibition, actives largely listed as inhibitors. Drosophila S2 Gal4-VP16 UAS-luciferase, luminescence, 20 h. 310,000 tested, 3.5% active;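 also: Gal4-VP16 expression switched on by copper sulfate through the metallothionein promoter; potency is read from the fitted curve at half-maximal effect; % is scaled to controls: 0 for no effect and ±100 for the full control effect; nearly all actives have a fitted effect of over 50% in size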
# Menin-MLL TR inh: menin-MLL binding inhibition, Texas Red mutant peptide; AID 1768; O00255; Menin + Texas Red MLL mutant peptide, fluorescence polarization; Potency, µM (highest dose often 61.6 µM), for the others: at the top dose FP activity change, negative = inhibition, actives largely listed as inhibitors; 270,000 tested, 0.23% active; active = well fitted inhibition curve with a large enough effect in the polarisation, with a control signal flat, not every such curve was filed as active; inconclusive = small, poorly fitted or top-dose-only effect, or effect the other way, or a change in a side signal; inactive = no such curve, though single readings can be large or run the other way; the % refers to the polarisation; also: potency is read from the fitted curve at half-maximal effect; % of control where 0% means no effect; many of its hits are not listed in these tables
# * = called active by the depositor; ? = inconclusive; / = no result given; & = joins results of further samples; [ ] = remark or other dose. Unless noted, calls follow the shape of the dose curve; as a rule, active = well fitted curve in the direction sought with a large enough effect; inconclusive = small, poorly fitted or top-dose-only effect, or another doubt; inactive = no such curve, though single readings can be large; an effect the other way counts as inactive or inconclusive.
SMILES,KCNH2 3.1 inh,Rab9 promoter act,Mito fusion act,NPC1 promoter act,FLuc modulator,RORg inh,MBNL1-CUG inh,ELG1 repair inh,PKM2 activator,Gal4-VP16 FLuc,Menin-MLL TR inh
CCSc1nnc(NC(=O)c2ccccc2C)s1,8,2.5µM*,?,?,24µM*,-42%,?,?,-10%,21%[10 µM],2%
COc1cc2nc3c4ccccc4n(CC#N)c3nc2cc1OC,/,2%,-2%,?,?,-1%,-1%,-5%,-1%,0%,-28%
O=C(NC1CCCCC1)c1ccc(-c2cccc([N+](=O)[O-])c2)o1,-13,0.4µM*,-1%,0.32µM*,2.7µM*,?,?,?,1%,-28%,0%
CCN(Cc1nc2ccccc2c(=O)[nH]1)C(=O)c1cccc(S(=O)(=O)N2CCc3ccccc32)c1,7,-15%,3%,-3%,3%,/,/,?,/,/,/
CCCCOc1ccc(/C=C/C(=O)Nc2ccc(C(N)=O)cc2)cc1,10,-1%,-1%,-1%,1%,4%,-6%,22%,-3%,-2%,-16%
Cc1nn(CC(=O)N2CCN(S(=O)(=O)c3ccccc3)CC2)c(C)c1[N+](=O)[O-],-18,1%,-2%,1%,/,/,/,0%,/,/,/
O=C(O)c1ccccc1C(=O)c1ccc(Oc2ccccc2)cc1,-6,6%,/,0%,?,?,1%[11.5 µM],1%,-9%,-2%,-25%
CCC(C)(C)n1nnnc1C(c1ccc2ncccc2c1)N1CCN(c2ccc(O)cc2)CC1 (stereo unspecified),12,-4%,-5%,-3%,-2%,-14%,-2%,?,16%,-3%,/
CCNC(=S)NNC(=O)CCc1nc2cc(Cl)ccc2n(Cc2ccccc2)c1=O,-21,-2%,21%,-1%,-1%,6.3µM*,15%,0%,/,-10%,/
Cc1ccccc1[C@]1(C)ON(c2ccccc2C(F)(F)F)C1=O,/,-4%,-34%[inhibitor],-9%,2%,/,/,?,/,/,/
Cc1ccc(Cn2c(NS(=O)(=O)c3ccccc3)nc3ccccc32)cc1,-5,0%,1%,-5%,-1%,12%,0%,2%,-2%,-9%,-17%
COC(=O)c1ccc(S(=O)(=O)NC(C)(C)C)n1C,-9,-1%,-7%,-2%,3%,-2%,6%,0%,1%,11%,/
COC(=O)C1=C(C)N(CC(C)C)C(=O)/C1=C\c1cccs1,-1,-2%,2%,-1%,-2%,-13%,6%,?,13%,-3%,-2%
c1ccc(C(c2ccccc2)N2CCN(c3ccc4ccccc4n3)CC2)cc1,/,0%,-1%,14%,3%,-7%,5%,-18%,-2%,4%,0%
CCCC(=O)Nc1ccc(NC(=O)c2cccc(OC)c2)cn1,7,13%,2%,-4%,-15%,?,-2%,-6%,-1%,20%,-4%
CC(=O)Nc1nc(C2COc3ccccc3O2)cs1 (stereo unspecified),-26,0.56µM*,2%,1.3µM*,4.8µM*,13µM*,-2%,?,-6%,-1%[0.365 µM],4%
N#Cc1ncc(-c2ccc3c(c2)OCCOCCOCCOCCO3)nc1C#N,-4,-4%,-3%,-2%,-2%,13µM*,/,1%,-1%,?,-13%
O=C(CSc1nnc(CNC(=O)c2ccccc2)o1)Nc1ccc2c(c1)OCCO2,-3,6%,-2%,6%,?,-8%,-4%,3%,6%,-5%,/
S=c1[nH]cc(-c2ccccc2)n1-c1ccccc1Cl,-1,-2%,3%,1%,?,3.5µM*,/,-4%,4%,7.1µM*,-10%
Cc1nonc1C(=O)N/N=C/c1ccc(O)c(O)c1,1,-14%,-3%,-9%,?,15%,27%,11%,-4%,-10%,-5%

# As a short view, some entries already given:
SMILES,KCNH2 3.1 inh,Rab9 promoter act,Mito fusion act,NPC1 promoter act,FLuc modulator,RORg inh,MBNL1-CUG inh,ELG1 repair inh,PKM2 activator,Gal4-VP16 FLuc,Menin-MLL TR inh
CCNC(=S)NNC(=O)CCc1nc2cc(Cl)ccc2n(Cc2ccccc2)c1=O,-21,-2%,21%,-1%,-1%,6.3µM*,15%,0%,/,-10%,/
Cc1ccccc1[C@]1(C)ON(c2ccccc2C(F)(F)F)C1=O,/,-4%,-34%[inhibitor],-9%,2%,/,/,?,/,/,/

# The list goes on.
SMILES,KCNH2 3.1 inh,Rab9 promoter act,Mito fusion act,NPC1 promoter act,FLuc modulator,RORg inh,MBNL1-CUG inh,ELG1 repair inh,PKM2 activator,Gal4-VP16 FLuc,Menin-MLL TR inh
CCN=C(N/N=C/c1ccc([N+](=O)[O-])cc1)SC,-1,?,5%,?,?,41%,?,16%,-5%,11%,-14%
CCCCCC(O)(CCN1CCCCC1)c1ccccc1 (stereo unspecified),-102*,-10%,-5%,-10%,1%,-2%,3%,-2%,/,-2%,-19%
Cc1ncc(N=Nc2ccc(F)cc2)c(-c2ccc(Cl)cc2)n1,-3,-1%,2%,-4%,5%,-24%,-1%,14%,2%,12%,7%
COC(=O)Cn1c(Cc2ccccc2)nc2ccccc21,-3,2%,-6%,1%,4%,-20%,1%,14%,3%,1%,-2%
C=C1C[C@@]23CCC4[C@@](C)(CCC[C@@]4(C)C(=O)OC)C2CC[C@]1(OC(C)=O)C3 (stereo partly specified),2,-2%,-6%,0%,3%,/,/,1%,/,/,/
CCC1=C(OC(=O)N(CC)CC)N2C(=O)OC(=NCC3CC3)[C@]2(C)[C@H]2C1=CC[C@H]1C(=O)N(C)C(=O)[C@H]12,-1,-3%,-2%,2%,-1%,3%&-9%,-8%,?,-11%&-20%,7%&-1%,-7%
CSc1nc(N(C)NC(=O)c2cccc(C)c2)c2ccccc2n1,9,-16%,1%,-13%,1%,-1%,-2%,-9%,-2%,-1%,20%
COCC(=O)Nc1cc(C(=O)Nc2ccccc2C)ccc1Cl,-2,6%,1%,7%,?,1%,16%,?,-3%,4%,-6%
O=C(COc1ccc2ccccc2c1)NNC(=O)c1ccc([N+](=O)[O-])cc1,-9,1%,-11%,-10%,4%,3%,27%,7%,-5%,2%,?
Cc1cccc(OCc2nn[nH]n2)c1C,6,-4%,-2%,1%,?,12%,-2%,7%,6%,-1%,12%
O=C(O)C1C(c2ccccc2)C(C(=O)Oc2ccc(O)cc2)C1c1ccccc1 (stereo unspecified),2,0%,-3%,0%,4%,19%,-2%,2%,-2%,3%,8%
COc1ccc(C(=O)Nc2sc(C)c(C)c2CN2CCOCC2)cc1,1,?,/,26%,24µM*,23%,4%[11.5 µM],?,-13%,0%,1%
CCOCCCNc1nc2nc3ccc(C)cn3c(=O)c2cc1C(=O)NCC1CCCO1 (stereo unspecified),-1,11%,10%,-8%,2%,2%,?,-8%,13%,-4%,8%
CCC(Sc1ccccn1)C(=O)Nc1nnc(C)s1 (stereo unspecified),7,0%,-1%,-2%,9%,10µM*,8%,0%,6%,-30%,10%
O=c1cc(Nc2ccc3c(c2)OCCO3)[nH]c(=O)n1C1CCCCC1,-7,-2%,-3%,-24%,?,7%,-4%,?,-5%,2%,5%
Cc1ccc(C2(C)NC(=O)N(CC(=O)NCCC3=CCCCC3)C2=O)cc1 (stereo unspecified),12,-5%,3%,0%,1%,27%,-5%,5%,-14%,-14%,-7%

# Three entries out of the list, sorted by molar mass, descending:
SMILES,KCNH2 3.1 inh,Rab9 promoter act,Mito fusion act,NPC1 promoter act,FLuc modulator,RORg inh,MBNL1-CUG inh,ELG1 repair inh,PKM2 activator,Gal4-VP16 FLuc,Menin-MLL TR inh
Cc1ncc(N=Nc2ccc(F)cc2)c(-c2ccc(Cl)cc2)n1,-3,-1%,2%,-4%,5%,-24%,-1%,14%,2%,12%,7%
COC(=O)Cn1c(Cc2ccccc2)nc2ccccc21,-3,2%,-6%,1%,4%,-20%,1%,14%,3%,1%,-2%
Cc1cccc(OCc2nn[nH]n2)c1C,6,-4%,-2%,1%,?,12%,-2%,7%,6%,-1%,12%

# Only part of the results is shown, so the mix of outcomes need not match the whole.
